mcGAS inh – cyclic GMP-AMP synthase inhibitors, mouse, primary biochemical chemiluminescence; Q8C6L5; recombinant cGAS, Kinase-Glo ATP depletion luminescence; AID 1259399, 2018; 160,000 compounds, 0.15% hits; inhibition, % at 12.5 µM;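 further: 0% = negative control wells and 100% = reference inhibitor with no enzyme activity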
hcGAS inh – Primary biochemical luminescence assay for human cyclic GMP-AMP synthase inhibitors; recombinant h-cGAS, ATP depletion, Kinase-Glo luminescence; inhibition, % at 12.5 µM; 290,000 compounds, 0.081% hits; AID 1259398, 2018;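 further: 0% = vehicle reaction and 100% = reaction without DNA for no activity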
Target sequence (Q8N884 whole entry, looked up): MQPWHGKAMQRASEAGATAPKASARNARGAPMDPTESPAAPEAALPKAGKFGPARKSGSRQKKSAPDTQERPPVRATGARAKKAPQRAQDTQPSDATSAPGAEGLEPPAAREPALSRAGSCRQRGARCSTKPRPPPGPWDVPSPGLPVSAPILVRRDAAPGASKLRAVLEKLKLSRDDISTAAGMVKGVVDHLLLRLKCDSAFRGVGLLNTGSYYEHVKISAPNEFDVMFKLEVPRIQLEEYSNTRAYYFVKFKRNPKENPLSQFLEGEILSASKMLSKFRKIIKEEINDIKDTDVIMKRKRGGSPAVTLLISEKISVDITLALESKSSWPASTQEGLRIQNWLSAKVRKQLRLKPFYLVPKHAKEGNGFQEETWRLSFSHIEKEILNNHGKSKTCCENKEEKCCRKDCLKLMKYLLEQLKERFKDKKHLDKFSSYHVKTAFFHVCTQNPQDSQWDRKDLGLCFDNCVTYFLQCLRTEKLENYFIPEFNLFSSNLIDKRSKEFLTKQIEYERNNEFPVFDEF
NPYLR7 ag – agonists of mosquito NPYLR7 receptor, primary screen, cell-based, Aedes aegypti, calcium fluorescence, mosquito biting behavior; Aedes aegypti neuropeptide Y-like receptor 7 (NPYLR7); HEK293T NPYLR7/Galpha15, GCaMP6s calcium fluorescence; activation, % at 10 µM; 270,000 compounds, 0.15% hits; AID 1259423, 2018; in the data active means activation above about 40%;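 further: 0% = vehicle and 100% = reference agonist at the receptor; some compounds past the cut are filed as inactive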
Active calls of the source: *; · = not tested or not shown; & = joins results of further samples. Unless noted, no stated cut-off is given here; in the data, active means inhibition above about 40%; inactive means the rest. No enrichment for hits. Share with any hit: about 0.27%.

smiles	mcGAS inh	hcGAS inh	NPYLR7 ag
Nc1ccc2c(c1)nc(CCCO)n2CCO	·	-11	2
NC(=O)c1ccc(C(=O)NC2(c3cccc(Cl)c3)CC2)cc1	·	-9	8
CCOc1ccccc1C(=O)Nc1cc(C(C)(C)C)nn1-c1ccc(Br)cc1	2	4	3
S=c1[nH]nc(Cc2csc3nc(-c4ccccc4)nn23)n1-c1cccc2ccccc12	-3	-3	0
CC(C)C1CN(Cc2c[nH]c(=O)[nH]c2=O)CCC(=O)N1CC1CC1 (stereo not given)	·	-1	-3
Cc1ccc(-c2nnc(SCCCC(=O)NC3COC(C)(C)OC3c3ccccc3)n2-c2ccc(C)cc2)cc1 (stereo not given)	-5	-1	-2
O=C(CCc1cc(Cl)no1)N1CCOC(C(F)(F)F)C1 (stereo not given)	·	-7	-1
CCCc1cc(=O)[nH]c2nnc(SC)n12	-7	-6	-10
Ic1ccccc1C=NNC1=NCCCCC1	·	-8	0
O=[N+]([O-])c1ccc(C=NN(c2ccccc2)c2ccccc2)o1	·	-14	-4
O=S(=O)(c1ccccc1OC(F)(F)F)N1CCN(C(c2ccccc2)c2ccc(Cl)cc2)CC1 (stereo not given)	-6	-3	4
CCSc1nnc2c(n1)OC(C)Nc1ccc(Br)cc1-2 (stereo not given)	-6	-6	3
CC(C)(C)c1nc(CN2CCCC(N3CCCC3=O)C2)no1 (stereo not given)	·	-5	4
CCc1cccc(NC(=O)Cc2c(Cl)cc(C)nc2Cl)c1	·	-2	1
C(=NN=Cc1ccccn1)C1=C(N2CCOCC2)C(=Cc2ccccc2)CC1	·	-4	1
CCn1ccnc1Cn1cnc(-c2ccccc2)c1-c1c(C)n[nH]c1C	-14	-4	-1
COc1ccc(CC(=O)NCCC(=O)N2CCC(C(=O)Nc3ccc(OC)cc3)CC2)cc1	-6	-5	31
COc1cc(Cn2nc(-c3ccc(F)cc3)c3sc(C)nc3c2=O)cc(OC)c1	0	14	2
CCCOC(=O)c1ccc(N=CC(C#N)c2nc(-c3cccs3)cs2)cc1 (stereo not given)	-9	-6	4
CCOc1ccc(C(=O)Nc2c(C)nc3cccc(C)n3c2=O)cc1	·	-4	1
COc1ccc(S(=O)(=O)NC2CC2)cc1NCc1ccc(C#N)cc1	·	-5	8
OCCC1CN(Cc2ccncc2)CCN1Cc1ccccc1F (stereo not given)	·	-8	-4
COc1ccccc1-c1cc(C(=O)NC(C)(C)C)n2nc(-c3ccccc3)cc2n1	-10	-6	4
c1ccc(-c2nnn(CN3CCN(c4ncccn4)CC3)n2)cc1	·	-1	6
CC(C)c1cc(C2CCN(C(=O)CC(F)(F)F)CC2)[nH]n1	·	-6	0
O=S(=O)(c1ccc(C2CCCCC2)cc1)N1CCN(Cc2cccc(F)c2)CC1	-8	-7	-1
FC(F)(F)c1cccc(C2c3cccn3CCCN2Cc2ccsc2)c1 (stereo not given)	-7	-7	2
COc1ccccc1C(=O)C1CCCN(C(=O)CCCc2cccs2)C1 (stereo not given)	·	-5	0
CCCCCn1c(N)c(C#N)c2nc3ccccc3nc21	·	1	9
O=C(NCCCC1CCOC1)c1ccc2nccnc2c1 (stereo not given)	·	-11	18
O=C(O)Cn1nc(C(F)(F)F)c2c1CCCCC2	·	-1	1
CCN1CCN(C(=O)c2cc(-c3cccc(F)c3)n3nc(C(C)(C)C)cc3n2)CC1	-6	-4	8
N#Cc1ncn(CC(=O)N=c2sccn2Cc2ccccc2Cl)n1	-16	-9	14
CCCN(Cc1cccnc1OC)C1CCN(C(=O)c2ccccc2)CC1	·	-6	4
O=P1(Nc2ccc(-c3ccccc3)cc2)C=C(c2ccccc2)OC(c2ccccc2)=C1	·	-1	-5
Cc1ccc(C)c2[nH]c(=O)c(CCNC(=O)c3ccc(-c4ccccc4)cc3)cc12	-7	-7	0
O=S(=O)(c1cccc(Br)c1)N1CCN(CCCOC(c2ccc(Cl)cc2)c2ccc(Cl)cc2)CC1	-9	-7	3
COc1cc(/C=C2\C(=N)N3N=CSC3=NC2=O)cc(OC)c1OCCOc1ccccc1Cl	·	-2	-1
O=C1c2ccccc2C(=O)N1c1nc2nc(-c3ccccc3)cc(=O)n2[nH]1	·	32	-11
Oc1ccc(C=NNc2ncc(C(F)(F)F)cc2Cl)c(O)c1	·	-4	-7
COc1ccc(-c2cc3ccc(OCCBr)cc3oc2=O)cc1	·	-6	-4
O=C(CCc1ccccc1)NC1CCN(CC(=O)N2CCNC2=O)CC1	·	-10	12
CN(C)c1ccc(-c2nc3ccc(C(=O)N4CCCC(CO)C4)cc3[nH]2)cc1 (stereo not given)	·	0	2
CCOCCCNC(=O)Cc1cccc(C(F)(F)F)c1	·	-10	5
CCc1ccc(-c2noc(COC(=O)c3cc(S(=O)(=O)N4CCCCC4)ccc3Cl)n2)cc1	-7	-1	3
COCCN(Cc1ccc(OS(=O)(=O)c2cccc(C(F)(F)F)c2)cc1)C(=O)Nc1c(Cl)cccc1Cl	-5	-7	19
CCCS(=O)(=O)N1CCN=C1SCc1cccc(C(F)(F)F)c1	-7	-8	10
CC(=O)Nc1ccc(Cl)c(C(=O)NCC2(Cn3cccn3)CC2)c1	-1	4	-2
COc1ccccc1NC(=O)N(Cc1ccc(OS(=O)(=O)C(C)C)cc1)CC1CCCO1 (stereo not given)	-5	2	4
CCOc1ccc(C(=O)Nc2cc(-c3nc4cc(C)cc(C)c4o3)ccc2C)cc1	-6	-12	11
CC(C)Cn1ncc2c1NC(=O)CC2c1csc(-c2ccccc2)n1 (stereo not given)	·	-3	8
Cc1cccc2c(CNc3ccncc3)c(C(=O)O)oc12	-7	-4	-4
N#CC1(c2ccccc2)CCC2(CC1)CC(C(=O)N1CCc3ccccc31)=NO2 (stereo not given)	·	-4	0
Cc1ccccc1Cn1c2c(c(C)c1C(=O)NCCc1ccccn1)CCCC2	-8	-8	1
O=C(Oc1coc(CSc2ncccn2)cc1=O)c1cc2ccccc2o1	1	0	-24
Cc1nnc2n1CC(C(=O)N1CCCC1c1ccc3c(c1)OCO3)CC2 (stereo not given)	-15	-10	6
CCOc1ccc(N=Nc2c(C)[nH]n(-c3ccccc3)c2=O)cc1	·	0	-1
CC1=C(C)C(=O)C(C(CCCCCC(=O)O)c2ccccc2)=C(C)C1=O (stereo not given)	·	-4	-3
O=S(=O)(CCN1CCc2ccccc2C1)Oc1ccccc1	·	-8	10
CCc1nc2n(n1)C(=O)C(C(c1ccc(C(C)C)cc1)N1CCC(O)CC1)S2 (stereo not given)	-7	-5	-4

Continuation.
smiles	mcGAS inh	hcGAS inh	NPYLR7 ag
COCc1c(Br)c(C)nc(OCC(=O)N/N=C\c2cc(Br)c(OCc3ccc(Cl)cc3Cl)c(OC)c2)c1C#N	-8	-8	6
COc1ccc(C2c3cccn3-c3ccccc3N2C(=O)CN(C(=O)Nc2cccc(Cl)c2)C2CC2)cc1 (stereo not given)	2	2	-12
CC(Nc1ncccn1)C1CC2CCC1C2 (stereo not given)	·	-5	-1
Cc1nccn1CC(O)Cn1c2ccccc2c2ccccc21 (stereo not given)	·	-12	5
COC(=O)c1ccc(NC(=O)CSc2n[nH]c(=O)c3cc(-c4ccco4)nn23)cc1	1	1	·
CCOC(=O)/C=C/c1cc(C(=O)OCC)c(/C=C/C(=O)OCC)cc1C(=O)OCC	·	4	-20
OCc1ccc(CNCc2cc(Cl)cc(Cl)c2O)cc1F	-11	-6	18
CC(C)C[C@H](NC(=O)CSCc1ccccc1)C(=O)NCC#N	·	-11	7
CCOC(=O)c1sc(=NC(=O)c2ccc(S(=O)(=O)N3CCc4ccccc4C3)cc2)n(C)c1C	·	-9	-1
CCOP(=O)(CCCCNC(=O)[C@H](CCC(N)=O)NC(=O)OC(C)(C)C)OCC	·	-7	-5
O=C(CN(CCCN1CCOCC1)C(=O)Nc1cccc(Br)c1)N(Cc1ccccc1)Cc1ccco1	-6	-7	6
Cc1cccn2c(=O)nc(SCC#N)nc12	·	-14	5
CCN1CCN(C2=C(c3c(C)[nH]n(-c4cccc(Cl)c4)c3=O)C(=O)N(c3ccc(OC)cc3OC)C2=O)CC1	-6&2	1&-1	4&-22
CCOc1ccc(-c2ccnc(N3CCN(S(=O)(=O)c4ccc(F)cc4Cl)CC3)n2)cc1	-5	-4	5
CC(C)(C)c1ccc(CC(=O)N2CCC2(C)C(=O)Nc2ccc(F)cc2F)cc1 (stereo not given)	-2	-3	-3
Cc1cc(NC(=O)COc2ccccc2F)n(-c2nc3c(cnn3-c3ccccc3)c(=O)[nH]2)n1	-2	-3	·
NC(=O)c1ccc(COC(=O)c2ccc(Cl)cc2N2CCCC2=O)cc1	·	-7	5
CC(NC(=O)Cn1c2ccccc2c(=O)c2ccccc21)c1ccccc1 (stereo not given)	·	0	4
CN(c1ccccc1)S(=O)(=O)c1cc(C(=O)O)cs1	-5	-7	7
O=C(Nc1ccc(Cl)c(F)c1)c1cnn2c(C(F)(F)F)cc(-c3ccc(Br)cc3)nc12	-3	-3	6
Cc1sc2ncnc(N3CCCCCC3)c2c1C	-1	0&-2	9&3
CCCc1[nH]n(-c2ccc(Cl)c(Cl)c2)c(=O)c1C1=C([n+]2cccc(C)c2)C(=O)N(CCC)C1=O	-10	-10	8
COc1ccccc1-n1c(=O)c2ccccc2n(Cc2ccc(C(=O)NCCN3CCOCC3)cc2)c1=O	-3	-4	6
CS(=O)(=O)c1ccc(Nc2nc(CC(=O)NCCC3=CCCCC3)cs2)cc1	·	-5	7
COCC(=O)Nc1c(-c2cccc(Cl)c2)nc2cc(C)ccn12	-10	-6	5
Clc1ccccc1N1N=C(/C=C/c2cccs2)CC1c1cccs1 (stereo not given)	-2	2	-4
CCOC(=O)N1CCCC(C(=O)NCc2ccc(F)cc2)C1 (stereo not given)	·	1	-1
Cc1ccccc1C(=O)N1CCC(c2nc(-c3cccnc3)no2)CC1	-5	-6	4

Screens: PubChem, Fisher Drug Discovery Resource Center
